rTrxR1 inhibitor: rat TrxR1 inhibition; O89049; recombinant rTrxR1, NADPH fluorescence consumption, selenite substrate; Potency, µM (highest dose often 114 µM), for the others: at the top dose activity change, negative = inhibition, most hits filed as inhibitors; actives 1% (n = 390,000); AID 588453; further: potency means the concentration at half of the fitted maximal effect; on the % scale 0 is the no-effect control and ±100 the full control effect; nearly all actives have a fitted effect of over 65% in size
Target sequence (O89049 whole entry, looked up): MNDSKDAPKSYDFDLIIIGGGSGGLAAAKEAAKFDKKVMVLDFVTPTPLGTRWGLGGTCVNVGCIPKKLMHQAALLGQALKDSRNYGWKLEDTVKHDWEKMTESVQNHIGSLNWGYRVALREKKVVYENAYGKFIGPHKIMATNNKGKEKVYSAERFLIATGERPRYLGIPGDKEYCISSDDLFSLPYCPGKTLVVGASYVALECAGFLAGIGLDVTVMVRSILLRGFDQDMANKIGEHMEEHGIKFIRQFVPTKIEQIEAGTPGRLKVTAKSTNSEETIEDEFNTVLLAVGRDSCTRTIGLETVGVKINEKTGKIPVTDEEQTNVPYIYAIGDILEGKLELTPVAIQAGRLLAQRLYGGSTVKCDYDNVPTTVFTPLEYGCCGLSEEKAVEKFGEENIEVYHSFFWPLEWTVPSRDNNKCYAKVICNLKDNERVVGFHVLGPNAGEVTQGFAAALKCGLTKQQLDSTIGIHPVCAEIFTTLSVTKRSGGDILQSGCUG
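Rat TrxR1 (90 nM in the dispensed reagent) was pre-reduced with 400 uM NADPH for 5 min at room temperature, then incubated with compound for 15 min. After 400 uM selenite was added, NADPH fluorescence (Ex 340/Em 450 nm) was followed for 8 min.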
TrxR1 substrate: is turned over as a substrate by rat TrxR1; purified TrxR1 substrate turnover, NADPH consumption readout; Potency, µM (titrated, usually from 114 µM), without a hit: at the top dose activity change, negative = substrate turnover; actives 0.01% (n = 390,000); AID 588456; further: potency means the concentration at half of the fitted maximal effect; on the % scale 0 is the no-effect control and ±100 the full control effect; nearly all actives have a fitted effect of over 50% in size
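Rat TrxR1, dispensed at 90 nM, was prereduced with 400 uM NADPH (final) for 5 min at ~22 deg C, then incubated with compound 15 min before 400 uM selenite. A first-read NADPH fluorescence drop versus no-compound background flagged substrates.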
USP1 inh: inhibitors of human USP1/UAF1 deubiquitinase; O94782; recombinant USP1/UAF1, Ub-Rhodamine cleavage fluorescence; Potency, µM (titrated, usually from 57.1 µM), for inactives: top-dose activity change, negative = inhibition, actives largely listed as inhibitors; actives 0.23% (n = 390,000); AID 743255; further: potency means the concentration at half of the fitted maximal effect; on the % scale 0 is the no-effect control and ±100 the full control effect; nearly all actives have a fitted effect of over 60% in size; inactives centre near -12
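In this screen, compounds sit with the deubiquitinase complex (1nM) for 15 min at room temperature before Ub-Rho is added at 150nM final. Fluorescence rise is then followed for 6 reads every 60 seconds.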
LDHA block: LDHA (human) enzyme inhibition. purified LDHA, NADH/diaphorase-resazurin fluorescence; stronger effect = lower value. actives 0.15% (n = 480,000). AID 1347041. P00338. activity change, % (values are at about 110 or 230 µM); in the data active means activity change below about -30%; inconclusive means mostly about -25% to -30%;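 further: plate controls were DMSO wells for no effect and wells without enzyme for full effect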
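Resorufin fluorescence (ex540/em590), read at 0 and 20 min after diaphorase/resazurin addition, reports the NADH left after a 5 min room-temperature reaction of 2 nM human LDH5 with 0.06 mM NADH and 0.2 mM pyruvate.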
Glioma ERSR ind: ER stress response induction in glioma | U87-MG GRP78 promoter luciferase reporter, 16 h | Potency, µM, inactives show at the top dose activation, usual class: activators | actives 0.02% (n = 420,000) | AID 602332; further: potency means the concentration at half of the fitted maximal effect; series mostly up to about 76 µM; % of control where 0% means no effect; nearly all actives have a fitted effect of over 35% in size
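ERSR induction read as luciferase luminescence (Bright-Glo, 10 min at room temperature) in stably transfected human U87-MG glioma cells exposed to compounds for 16 h, using GRP78 as sensor.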
Vif-APOBEC3F blk: blocks the Vif interaction with APOBEC3F. HeLa A3F-eYFP + Vif (tagged APOBEC3F with the HIV-1 protein that degrades it), YFP fluorescence increase. Potency, µM (series often up to 46.1 µM), for the others: at the top dose activity, negative = active. actives 0.2% (n = 390,000). AID 602313; further: potency means the concentration at half of the fitted maximal effect; % of control where 0% means no effect; nearly all actives have a fitted effect of over 65% in size
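HeLa cells stably expressing Vif plus C-terminally eYFP-tagged A3F were seeded, incubated overnight at 37 deg C, dosed with compound, incubated overnight again at 37 deg C. Yellow fluorescence (Ex 488/Em 500-530) reported blocked Vif-mediated A3F-eYFP degradation.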
IDH1 R132H inh: blocks human mutant IDH1 R132H enzyme. O75874. AID 602179. actives 0.093% (n = 390,000). Potency, µM (doses to about 76.6 µM), for the others: at the highest dose activity change, negative = inhibition, most hits filed as inhibitors. IDH1-R132H enzyme, NADPH consumption, diaphorase/resazurin fluorescence; further: potency means the concentration at half of the fitted maximal effect; on the % scale 0 is the no-effect control and ±100 the full control effect; nearly all actives have a fitted effect of over 65% in size
Target sequence (O75874 whole entry R132H, stated change not applied): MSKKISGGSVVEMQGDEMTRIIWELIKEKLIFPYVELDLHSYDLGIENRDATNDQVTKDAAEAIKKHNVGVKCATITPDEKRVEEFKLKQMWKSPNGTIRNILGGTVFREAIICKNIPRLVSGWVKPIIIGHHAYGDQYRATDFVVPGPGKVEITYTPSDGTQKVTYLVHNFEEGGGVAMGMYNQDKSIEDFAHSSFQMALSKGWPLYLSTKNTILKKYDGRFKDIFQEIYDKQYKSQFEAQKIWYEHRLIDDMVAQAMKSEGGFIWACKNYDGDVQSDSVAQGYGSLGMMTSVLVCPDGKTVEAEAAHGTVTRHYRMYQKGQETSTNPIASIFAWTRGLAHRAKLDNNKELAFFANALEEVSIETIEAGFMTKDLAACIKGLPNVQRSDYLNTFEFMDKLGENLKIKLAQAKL
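IDH1-R132H (0.5 ug/mL dispensed) in pH 7.5 Tris buffer was preincubated 30 min with compound, then given a substrate mix of 0.016 mM NADPH and 2 mM alpha-KG for 80 min at room temperature; remaining NADPH was read by diaphorase/resazurin fluorescence.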
RGS4 inh: blocks human RGS4-accelerated GTP hydrolysis; P49798; Transcreener GDP fluorescence polarization, RGS4-accelerated GTP hydrolysis; Potency, µM (top dose mostly 114 µM), for inactives: at the highest dose activity change, negative = inhibition, usual class: inhibitors; actives 0.039% (n = 390,000); further: potency means the concentration at half of the fitted maximal effect; on the % scale 0 is the no-effect control and ±100 the full control effect; nearly all actives have a fitted effect of over 75% in size; some results filed as inactive show a strong effect at the top dose
Target sequence (P49798 whole entry, looked up): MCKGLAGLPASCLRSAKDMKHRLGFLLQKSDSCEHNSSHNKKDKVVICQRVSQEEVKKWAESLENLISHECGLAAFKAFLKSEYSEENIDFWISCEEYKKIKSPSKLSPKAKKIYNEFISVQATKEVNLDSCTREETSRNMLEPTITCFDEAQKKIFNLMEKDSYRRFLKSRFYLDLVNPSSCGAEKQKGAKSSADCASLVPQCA
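MLSMR compounds (23 nl, pin-transferred) preincubated 10 min at room temperature with a 500nM (2x) first reagent, then RGS4 at 900nM (2x) plus Transcreener GDP mix added; fluorescence polarization (620/688 nm) read before and after 90 min at 30 °C.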
Vif-A3G inh: inhibitors of Vif-APOBEC3G interaction. HeLa A3G-eYFP + Vif (tagged APOBEC3G with the HIV-1 protein that degrades it), YFP fluorescence, overnight. AID 602310. actives 0.076% (n = 410,000). Potency, µM (titrated, usually from 46.1 µM), inactives show at the highest dose activity, negative = active, usual class: inhibitors. Q9HC16;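 further: potency means the concentration at half of the fitted maximal effect; on the % scale 0 is the no-effect control and ±100 the full control effect; nearly all actives have a fitted effect of over 60% in size; hits raise eYFP signal because A3G escapes Vif-driven loss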
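Read-out is eYFP fluorescence (Ex 488/Em 500-530) from Vif-expressing HeLa A3G-eYFP cells; more signal means A3G escaped Vif-mediated degradation. Cells plated overnight, compound pinned in, incubated overnight at 37 deg C.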
* marks the source's active call; other numbers are inactive results; u = inconclusive; x = not tested or not shown; & = joins results of further samples; [ ] = remark or other dose. Unless noted, the call rests on the fitted dose curve; in most records, active means well fitted curve in the direction sought with a large enough effect; inconclusive means small, poorly fitted or top-dose-only effect, or another doubt; inactive means no such curve, though single readings can be large; an effect the other way counts as inactive or inconclusive. Not all compounds are listed; rates above refer to the full screens.

Short forms: A = rTrxR1 inhibitor; B = TrxR1 substrate; C = USP1 inh; D = LDHA block; E = Glioma ERSR ind; F = Vif-APOBEC3F blk; G = IDH1 R132H inh; H = RGS4 inh; I = Vif-A3G inh
CCOc1ccc(OCC)c(NC(=O)C2CCCN(C(=O)c3ccc(Cl)cc3)C2)c1 (stereo not given)
  A = -7%	B = -5%	C = -15%	D = -8	E = -4%	F = 2%	G = -1%	H = -1%	I = -4%

CCCCNc1c(-c2ccc(OC)c(SC(C)CC)c2)nc2cnccn12 (stereo not given)
  A = -13%	B = 11%	C = u	D = 2	E = -13%	F = -6%	G = -15%	H = -18%	I = -22%

COc1ccccc1Nc1c2c(nc3ccc(NC(=O)/C=C/c4cccc(OC)c4OC)cc13)CCCC2
  A = 14%	B = -3%	C = -2%	D = -1	E = -6%	F = -13%	G = -12%	H = -11%	I = -15%

C=CCn1c(SCC(=O)Nc2ccc(OC)cc2)nc2c([nH]c3ccccc32)c1=O
  A = 4%	B = 0%	C = -6%	D = -12	E = -1%	F = 1%	G = -2%	H = 3%	I = -3%

O=C(NC(=S)NNC(=O)c1cccs1)c1ccccc1
  A = u	B = -3%	C = -9%	D = -3	E = 0%	F = -15%	G = 0%	H = u	I = 0%

CC1(C)C2CCC1(CS(=O)(=O)N1CCC(C(=O)O)CC1)C(=O)C2 (stereo not given)
  A = 18%	B = 7%	C = -20%	D = -3	E = -4%	F = -2%	G = 7%	H = -5%	I = 0%

N#Cc1ccc(N2C(=O)[C@@H]3C(C(=O)c4ccc5ccccc5n4)=NN[C@@H]3C2=O)cc1
  A = -10%	B = -1%	C = -22%	D = -8	E = -4%	F = 0%	G = -1%	H = -16%	I = -5%

Cc1ccc(OCC(=O)NCCO)c(Br)c1
  A = 13%[57.1 µM]	B = 0%[57.1 µM]	C = 6%	D = -5	E = 0%	F = 5%	G = 17%	H = 11%	I = -1%

CCOC(=O)c1nnn(-c2nonc2N)c1-c1ccc(OC)cc1
  A = -10%[57.1 µM]	B = 1%[57.1 µM]	C = 5%	D = 0	E = -5%	F = -9%	G = 8%	H = -11%	I = -7%

COc1cc(Cl)ccc1OCc1cc(C(=O)N(C)CCc2c(C)n[nH]c2C)no1
  A = -3%	B = -1%	C = -11%	D = 0	E = 2%	F = -10%	G = 10%	H = -18%	I = 0%

COc1ccccc1CNC(=O)c1ccc(-c2nc(CS(=O)(=O)c3ccc(C)cc3)c(C)o2)cc1
  A = 30%	B = 18%	C = -26%	D = -3	E = -2%	F = 0%	G = 15%	H = 20%	I = -2%

CCOC(=O)c1ccc(NC(=O)C2CCN(C(=O)N3CC(C)Oc4ccc(C)cc43)CC2)cc1 (stereo not given)
  A = 8%	B = -5%	C = -16%	D = -9	E = -7%	F = 2%	G = -17%	H = 5%	I = -9%

COc1ccc(C(C#N)N2CCOCC2)cc1 (stereo not given)
  A = 9%[57.1 µM]	B = 11%[57.1 µM]	C = 2%	D = -7	E = -4%	F = 2%	G = 7%	H = 20%	I = -2%

N#CC(=C(O)COC(=O)c1ccc2c(c1)OCCO2)c1nc2ccccc2[nH]1
  A = -10%	B = -6%	C = 0%	D = 14	E = u	F = u	G = -3%	H = -2%	I = u

CCOC(=O)c1cnc2cc(C(F)(F)F)ccc2c1N1CCN(c2ccc(F)cc2)CC1
  A = 42%[11.4 µM]	B = 5%	C = u	D = -7	E = -4%	F = 1%	G = 14%	H = -14%	I = 1%

CCCN1C(=O)/C(=N\OCC(=O)NCC(F)(F)F)c2ccccc21
  A = -1%	B = -2%	C = -8%	D = 1	E = -2%	F = 6%	G = 2%	H = -29%	I = -5%

COC1OCC(O)C(NC(=O)N(C)N=O)C1O (stereo not given)
  A = x	B = x	C = 9%	D = 2	E = -4%	F = -6%	G = -4%	H = x	I = 1%

O=C(OCC(=O)c1c[nH]c2ccccc12)c1ccc(Br)o1
  A = 18%	B = 1%	C = -4%	D = 5	E = 3%	F = -1%	G = 7%	H = 2%	I = 2%

CCC(Sc1nc(C)cc(C)n1)C(=O)NC1=NN=C(c2ccc(C)cc2)CS1 (stereo not given)
  A = 5%[57.1 µM]	B = 2%[57.1 µM]	C = u	D = -4	E = -1%	F = -18%	G = 46µM*	H = -46%	I = -15%

Cc1ncn(-c2ccc(C(=O)Oc3ccccc3)cn2)n1
  A = 13%[57.1 µM]	B = 8%	C = -7%	D = -5	E = -4%	F = 2%	G = 11%	H = -31%	I = 3%

C[C@H](CO)N1C[C@H](C)[C@@H](CN(C)Cc2cccc(O)c2)OCc2cnnn2CCCC1=O
  A = x	B = x	C = -18%	D = -10	E = -5%	F = 5%	G = 0%	H = x	I = 0%

COC(=O)C1(C(=O)OC)Sc2ccccc2C1=O
  A = 23%[57.1 µM]	B = 15%	C = -8%	D = 1	E = -4%	F = 7%	G = 0%	H = -2%	I = -2%

CCN1CCN(C(c2ccc(OC)cc2)c2nnnn2Cc2ccc3c(c2)OCO3)CC1 (stereo not given)
  A = 5%	B = -4%	C = -3%	D = -7	E = 0%	F = -2%	G = 4%	H = -1%[56.9 µM]	I = -2%

COc1ccccc1-c1sc2ccccc2c1-c1ccc2c(c1)OCCO2
  A = 54%[activator]	B = 18%	C = -18%	D = -4	E = 0%	F = -1%	G = -3%	H = 1%	I = -14%

O=C(N/N=C1\CCSC1)c1cc(Cl)ccc1O
  A = -6%[57.1 µM]	B = 6%[57.1 µM]	C = -19%	D = -8	E = 7%	F = -7%	G = -3%	H = -14%	I = 0%

CN(C)CCO[C@@H](c1ccc(Cl)cc1)c1ccccn1
  A = 18%	B = 2%	C = -19%	D = -4	E = -2%&-1%	F = 0%	G = 2%	H = 3%	I = 1%

CCn1c(CNc2ccccc2Cl)nnc1SCC(=O)NCc1ccccc1
  A = -12%	B = 0%	C = 0%	D = -1	E = -4%	F = -7%	G = 2%	H = -17%	I = -13%

CN(C(=O)c1ccc([N+](=O)[O-])cc1)c1ccccc1C(=O)NCc1ccccc1
  A = 8%	B = -4%	C = -13%	D = 0	E = -7%	F = -21%	G = 7%	H = -11%	I = 5%

Cn1c(N)c(C(=O)COC(=O)Cc2ccc(Cl)c(Cl)c2)c(=O)n(C)c1=O
  A = 19%	B = 1%	C = -21%	D = -5	E = -4%	F = 8%	G = -4%	H = 21%	I = -3%

CC(C)(C)NC(=O)C(c1ccc(-c2ccccc2)cc1)N(C[C@H]1CC[C@@H]([C@@H]2CC[C@H](CO)O2)O1)C(=O)c1ccc2ccccc2c1 (stereo not given in full)
  A = 22%	B = -1%	C = -22%	D = 1	E = 2%	F = 2%	G = -13%	H = 11%	I = -16%

CCOC(=O)c1ccc(NC(=O)CCC(CC)C(=O)O)cc1 (stereo not given)
  A = 2%[57.1 µM]	B = 9%[57.1 µM]	C = 2%	D = -7	E = 4%	F = -5%	G = -1%	H = 5%	I = 0%

CCN1CCCC1CNC(=O)c1cc2c(=O)n(C)c3ccccc3c2n1C (stereo not given)
  A = u	B = 12%	C = -13%	D = 4	E = -2%	F = -8%	G = -1%	H = -24%	I = 3%

COc1cccc(/C=N/Nc2ccc(C(=O)O)cc2)c1O
  A = 2%[57.1 µM]	B = 0%[57.1 µM]	C = -20%	D = 2	E = -2%	F = -1%	G = 8%	H = -3%	I = 0%

CC[C@@]12C(=O)N(c3ccccc3)C(=O)N1[C@H](c1ccc(Br)cc1)[C@@H]1C(=O)N(C(C)(C)C)C(=O)[C@@H]12
  A = -6%[57.1 µM]	B = 0%[57.1 µM]	C = 16%	D = 6	E = -3%	F = 8%	G = -16%	H = 25%	I = -4%

N#C/C(=C\c1c[nH]c2ccccc12)C(=O)NCC1CCCO1 (stereo not given)
  A = -2%[57.1 µM]	B = -7%[57.1 µM]	C = -14%	D = -9	E = 13%	F = -20%	G = -4%	H = 20%	I = 3%

O=C(CCC(=O)N(c1cccc(F)c1)C(C(=O)NC1CCCC1)c1ccncc1)Nc1cccnc1 (stereo not given)
  A = 8%[57.1 µM]	B = 5%[57.1 µM]	C = -17%	D = -1	E = -4%	F = -2%	G = 1%	H = 9%	I = 1%

In the list so far, these have an NH in an aromatic ring:
Short forms: A = rTrxR1 inhibitor; B = TrxR1 substrate; C = USP1 inh; D = LDHA block; E = Glioma ERSR ind; F = Vif-APOBEC3F blk; G = IDH1 R132H inh; H = RGS4 inh; I = Vif-A3G inh
C=CCn1c(SCC(=O)Nc2ccc(OC)cc2)nc2c([nH]c3ccccc32)c1=O
  A = 4%	B = 0%	C = -6%	D = -12	E = -1%	F = 1%	G = -2%	H = 3%	I = -3%

COc1cc(Cl)ccc1OCc1cc(C(=O)N(C)CCc2c(C)n[nH]c2C)no1
  A = -3%	B = -1%	C = -11%	D = 0	E = 2%	F = -10%	G = 10%	H = -18%	I = 0%

N#CC(=C(O)COC(=O)c1ccc2c(c1)OCCO2)c1nc2ccccc2[nH]1
  A = -10%	B = -6%	C = 0%	D = 14	E = u	F = u	G = -3%	H = -2%	I = u

O=C(OCC(=O)c1c[nH]c2ccccc12)c1ccc(Br)o1
  A = 18%	B = 1%	C = -4%	D = 5	E = 3%	F = -1%	G = 7%	H = 2%	I = 2%

N#C/C(=C\c1c[nH]c2ccccc12)C(=O)NCC1CCCO1 (stereo not given)
  A = -2%[57.1 µM]	B = -7%[57.1 µM]	C = -14%	D = -9	E = 13%	F = -20%	G = -4%	H = 20%	I = 3%
